PPARg SRC-1 ag – agonists of human PPARgamma SRC-1 coactivator recruitment; P37231; PPARgamma-SRC-1 coactivator recruitment biochemical assay; activation, % at 8 µM; 200,000 tested, 0.41% active; AID 631; in the data active = activation above about 19%;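 note: 0% = DMSO and 100% = reference agonist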
bIAP inh – intestinal alkaline phosphatase (bovine) inhibition. purified bovine IAP, CDP-star luminescence, 30 min. inhibition, % at 20 µM. 190,000 tested, under 10 active;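 active = over 50% inhibition of intestinal alkaline phosphatase at 20 µM in the single-dose screen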
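System: Purified bovine intestinal alkaline phosphatase (IAP) enzyme | Input: IAP diluted 1/65,000,000 in the well | Also added: CDP-star chemiluminescent phosphatase substrate, 30 µM final | Dosing: 20 µM single dose | Times: Enzyme reaction for 30 min at room temperature | Detection: Luminescence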
PPARg SRC2 recr – promotes SRC-2 coactivator recruitment by human PPARgamma; PPARgamma LBD-SRC-2 recruitment, biochemical; 200,000 tested, 0.34% active; activation, % at 8 µM; AID 1032; in the data active = activation above about 22%;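 note: 0% = vehicle and 100% = reference agonist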
ROMK mod – modulates human ROMK potassium channel activity; 130,000 tested, 2% active; B-score at 10 µM; Tet-inducible ROMK, thallium flux fluorescence; actives lie on both sides; P48048;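 active = signal ratio slope over the read window, or its plate-corrected B-score, at least 3 SD from the plate mean, either direction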;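 note: B-score of the F/F0 ratio slope over 7 to 12 s after thallium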
Target sequence (P48048 whole entry, looked up): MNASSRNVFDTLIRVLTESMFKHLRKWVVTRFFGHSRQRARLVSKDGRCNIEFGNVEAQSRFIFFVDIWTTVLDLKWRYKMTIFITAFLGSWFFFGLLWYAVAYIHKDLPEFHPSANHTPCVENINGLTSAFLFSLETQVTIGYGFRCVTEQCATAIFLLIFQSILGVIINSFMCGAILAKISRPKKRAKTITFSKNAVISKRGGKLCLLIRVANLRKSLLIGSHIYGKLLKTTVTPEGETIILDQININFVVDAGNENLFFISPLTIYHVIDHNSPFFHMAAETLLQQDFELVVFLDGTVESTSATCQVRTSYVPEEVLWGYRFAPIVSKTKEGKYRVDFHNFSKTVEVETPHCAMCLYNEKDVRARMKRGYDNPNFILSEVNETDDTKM
PPARg SRC3 recr – agonists of human PPARgamma SRC-3 coactivator recruitment. biochemical PPARgamma/SRC-3 coactivator recruitment assay. activation, % at 8 µM. 200,000 tested, 0.26% active; in the data active = activation above about 23%;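 note: 0% = DMSO and 100% = reference agonist; some compounds past the cut are filed as inactive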
STAT3 act – increases IL-6 driven STAT3 reporter signal; AID 871; 190,000 tested, 0.91% active; U3A cells, IL-6 STAT3-luciferase reporter, luminescence; 100% = signal with IL-6 EC80 alone; activation (% of control), % at 5.6 µM;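 active = activation above the screen-wide mean of compound activation plus 3 SD, cut at about 130% in these data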;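 note: 0% = background luminescence of wells with medium and substrate only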
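Detection: reporter luminescence signal / Assay system: STAT1-lacking human U3A cells, STAT3 luciferase reporter / Incubation: compound pre-incubation 1 h before IL-6, then 6 h stimulation at 37 °C / Control set: IL-6-only high control / Read-out: % activation relative to IL-6 control / Probe or stimulus: Interleukin-6, 33 ng/mL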
TR-FRET SRC-2 ct – counter-screen for PPARgamma SRC-2 recruitment agonists: TR-FRET artefact | active compounds read high | TR-FRET ratio at 8 µM | 200,000 tested, 0.4% active; in the data active = TR-FRET ratio above about 2000; note: inactives centre near 1500
bIAP activator – intestinal alkaline phosphatase (bovine) activation; AID 1016; activation factor at 20 µM; 200,000 tested, 0.17% active; purified bovine IAP, CDP-star luminescence, 30 min; active compounds read high; fold of DMSO-control signal, blank-subtracted;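 active = activation factor of 2 or more at 20 µM, a signal rise over negative controls twice the positive control's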
STAT3 inh – inhibitors of IL-6 induced STAT3 signaling. inhibition, % at 5.5 µM. U3A cells, IL-6 STAT3-luciferase reporter, luminescence; host cell line lacks STAT1. 190,000 tested, 0.89% active;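 active = inhibition above the mean inhibition across all screened compounds plus 3 SD, cut at about 44% in these data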;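 note: 0% = DMSO only wells and 100% = 100 µM nifuroxazide control wells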
TNAP act hiacc – activators of human TNAP at high phosphate acceptor concentration | purified TNAP, CDP-star luminescence, 1 M DEA, 30 min; active compounds read high; 0 = EDTA background, 1 = DMSO-only activity | activation factor at 20 µM | 200,000 tested, under 10 active | AID 1136;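 active = activation factor at least 2 at 20 µM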
Target sequence (P05186 whole entry, looked up): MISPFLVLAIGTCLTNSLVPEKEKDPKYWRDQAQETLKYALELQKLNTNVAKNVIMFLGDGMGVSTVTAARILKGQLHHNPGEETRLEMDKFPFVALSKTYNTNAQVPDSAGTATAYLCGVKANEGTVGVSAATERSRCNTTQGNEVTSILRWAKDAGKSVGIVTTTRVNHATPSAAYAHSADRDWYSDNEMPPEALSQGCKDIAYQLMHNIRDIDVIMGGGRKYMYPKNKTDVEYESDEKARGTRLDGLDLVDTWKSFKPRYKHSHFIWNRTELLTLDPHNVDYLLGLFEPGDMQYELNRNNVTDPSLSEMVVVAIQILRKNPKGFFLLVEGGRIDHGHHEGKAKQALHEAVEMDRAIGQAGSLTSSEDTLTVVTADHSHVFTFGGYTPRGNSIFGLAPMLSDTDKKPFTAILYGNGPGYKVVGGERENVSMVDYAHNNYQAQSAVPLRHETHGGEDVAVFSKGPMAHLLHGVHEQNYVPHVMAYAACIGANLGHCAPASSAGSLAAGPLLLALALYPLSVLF
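Control set: EDTA negative control, DMSO positive control / Assay system: human TNAP / Quantity: TNAP 1/800 final / Evaluation: TNAP activation factor scaled between EDTA and DMSO control wells / Measured by: luminescent substrate turnover signal / Compound dosing: one dose, 20 µM / Times: 30 min enzyme reaction at room temperature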
STAT1 inh – STAT1 signaling inhibition. NIH 3T3 STAT1-luciferase reporter, IFN-gamma, luminescence. inhibition, % at 5.5 µM. 200,000 tested, 0.35% active;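 active = inhibition above a set limit, the mean inhibition across all tested compounds plus 3 SD, cut at about 34% in these data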;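 note: 0% = IFN-gamma with DMSO and 100% = IFN-gamma with 300 µM nifuroxazide; values of inactives mirror those of a sister screen read the other way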
* = called active by the depositor; . = no result given.

SMILES	PPARg SRC-1 ag	bIAP inh	PPARg SRC2 recr	ROMK mod	PPARg SRC3 recr	STAT3 act	TR-FRET SRC-2 ct	bIAP activator	STAT3 inh	TNAP act hiacc	STAT1 inh
Cc1oc(C(C)(C)C)cc1C(=O)NC(Cc1ccccc1)C(=O)O (centres undefined)	1	-21	-5	-0.071	2	104	1479	1.2	-2	1	-8
Cc1cccc(C)c1NC(=O)N1CCC(n2c(=O)[nH]c3ccccc32)CC1	1	-15	-1	.	2	99	1596	1.1	6	1	-7
COc1ccc(/C=C(\C#N)C(=O)OCC(=O)NCc2ccc(Cl)cc2)cc1	7	5	-3	-0.3	6	95	1608	0.9	6	1.1	-2
CN(C)/C=C(/C(=O)c1ccccc1)n1cncn1	2	3	7	-0.92	4	99	1633	1	6	1.1	-2
COc1cc(/C=C2\N=C3CCCCCN3C2=O)ccc1O	9	.	5	-2	21	108	1481	0.3	-9	0.6	-1
CNc1nnc(-c2cccc(N(C)C)c2)s1	2	5	7	-0.0021	12	91	1569	1	14	1	-23
O=C(Nc1ccccc1)N(C1=NCCCCS1)c1cccc2ccccc12	-6	7	-9	.	-9	108	1423	0.9	-9	1.1	0
CCc1ccc(Nc2ncccc2C#N)cc1	-3	12	3	.	0	129	1481	0.9	-30	1.1	-5
CC(C)CCNC(=O)C12CN(Cc3ccccc3)CC1C(c1ccc([N+](=O)[O-])cc1)=NO2 (centres undefined)	-2	-10	-1	.	-3	111	1576	1.1	-7	1	7
O=C(/C=C/c1ccco1)NC(=S)Nc1cccc(-c2nc3ccccc3o2)c1	0	9	2	.	-3	107	1524	0.9	-4	1	-1
CN1CCN(C(=S)NC(=O)c2ccc(Cl)cc2)CC1	-4	9	-2	.	4	109	1635	0.9	-7	1	-6
COCC(=O)OCC(=O)N1N=C(c2ccc(Cl)cc2)CC1c1ccco1 (centres undefined)	-6	6	0	-0.01	3	101	1614	0.9	5	1	2
CCOC(=O)Cc1nn2c(=O)cc(C)nc2s1	0	-1	4	.	14	108	1521	1	-7	1	-5
CCN1CCc2c(OCC(=O)N3CCc4ccccc43)cccc2C1=O	-3	8	-1	-0.0037	-5	96	1345	0.9	9	1.1	11
C=CCN(c1ccc(OC)cc1)S(=O)(=O)c1ccc(Cl)c(C(=O)OCC(=O)NC2CC2)c1	14	5	1	0.075	7	91	1668	0.9	20	1	4
Clc1ccc(CSc2nnc(/C=C/c3ccccc3)o2)c(Cl)c1	2	44	9	.	3	97	1715	0.6	9	1	-5
O=[N+]([O-])/C=C/c1cn(Cc2ccc(F)cc2)c2ccccc12	-10	19	-4	.	0	111	1472	0.8	-8	1	-3
O=C(O)C1=C(C(=O)Nc2cc(C(F)(F)F)ccc2Cl)CCCC1	8	-10	-5	0.033	-1	103	1746	1.1	2	1.1	-5
Cc1cc([N+](=O)[O-])nn1Cc1ccc(C(=O)N/N=C/c2ccccc2)cc1	6	40	6	.	7	106	1681	0.6	-1	1	-2
Cc1cc(C(=O)N/N=C/c2ccc(O)c(O)c2O)c(C)n1-c1ccccc1	1	-27	3	1.2	4	89	1603	1.3	17	0.9	-8
CCCC(NS(=O)(=O)c1ccc(Br)cc1)C(=O)O (centres undefined)	1	5	6	.	-6	99	1441	0.9	5	1	2
Cc1ccc(-c2nc3cccnc3s2)cc1NC(=O)C1c2ccccc2Oc2ccccc21	4	36	-2	0.94	3	119	1547	0.6	-22	1	-20
CCN(CC)C(c1ccc(F)cc1)c1nnnn1C1CCCCC1 (centres undefined)	2	9	-5	0.44	-3	108	1458	0.9	-7	1.1	1
COc1ccc(CN=C2Nc3ccccc3CS2)cc1	8	25	-10	.	2	97	1465	0.7	10	1	-28
ON=C1/C(=N\O)CC2(C/C1=N/O)OCCO2	10	-7	1	-0.54	5	99	1424	1.1	5	1	-4
CC(C)N(C=O)C1(C(=O)NC2CCCCC2)CCCCC1	8	4	-2	-0.85	-9	99	1361	1	5	1	5
CC(C)NC(=S)Nc1ccc2cn[nH]c2c1	7	7	4	1	3	95	1792	0.9	10	1	15
CCN(CC)CCN1C(=O)c2ccccc2NC1c1ccc(C)cc1 (centres undefined)	-2	1	-2	0.0088	-5	125	1572	1	-30	1	19
COc1cc(-n2c(=O)c3ccccc3n(Cc3cccc(F)c3)c2=O)cc(OC)c1OC	5	6	-2	-0.37	3	102	1339	0.9	5	1	1
Cc1nc2ccc(NC(=O)/C=C/C(=O)O)cc2nc1C	2	-2	-7	0.92	0	97	1327	1	6	1	7

As a working copy, part of the list above:
SMILES	PPARg SRC-1 ag	bIAP inh	PPARg SRC2 recr	ROMK mod	PPARg SRC3 recr	STAT3 act	TR-FRET SRC-2 ct	bIAP activator	STAT3 inh	TNAP act hiacc	STAT1 inh
CC(C)CCNC(=O)C12CN(Cc3ccccc3)CC1C(c1ccc([N+](=O)[O-])cc1)=NO2 (centres undefined)	-2	-10	-1	.	-3	111	1576	1.1	-7	1	7
O=C(/C=C/c1ccco1)NC(=S)Nc1cccc(-c2nc3ccccc3o2)c1	0	9	2	.	-3	107	1524	0.9	-4	1	-1
CN1CCN(C(=S)NC(=O)c2ccc(Cl)cc2)CC1	-4	9	-2	.	4	109	1635	0.9	-7	1	-6
COCC(=O)OCC(=O)N1N=C(c2ccc(Cl)cc2)CC1c1ccco1 (centres undefined)	-6	6	0	-0.01	3	101	1614	0.9	5	1	2
CCOC(=O)Cc1nn2c(=O)cc(C)nc2s1	0	-1	4	.	14	108	1521	1	-7	1	-5
CCN1CCc2c(OCC(=O)N3CCc4ccccc43)cccc2C1=O	-3	8	-1	-0.0037	-5	96	1345	0.9	9	1.1	11
C=CCN(c1ccc(OC)cc1)S(=O)(=O)c1ccc(Cl)c(C(=O)OCC(=O)NC2CC2)c1	14	5	1	0.075	7	91	1668	0.9	20	1	4
Clc1ccc(CSc2nnc(/C=C/c3ccccc3)o2)c(Cl)c1	2	44	9	.	3	97	1715	0.6	9	1	-5
O=[N+]([O-])/C=C/c1cn(Cc2ccc(F)cc2)c2ccccc12	-10	19	-4	.	0	111	1472	0.8	-8	1	-3
O=C(O)C1=C(C(=O)Nc2cc(C(F)(F)F)ccc2Cl)CCCC1	8	-10	-5	0.033	-1	103	1746	1.1	2	1.1	-5
Cc1cc([N+](=O)[O-])nn1Cc1ccc(C(=O)N/N=C/c2ccccc2)cc1	6	40	6	.	7	106	1681	0.6	-1	1	-2
Cc1cc(C(=O)N/N=C/c2ccc(O)c(O)c2O)c(C)n1-c1ccccc1	1	-27	3	1.2	4	89	1603	1.3	17	0.9	-8
CCCC(NS(=O)(=O)c1ccc(Br)cc1)C(=O)O (centres undefined)	1	5	6	.	-6	99	1441	0.9	5	1	2

Remaining list, next part
SMILES	PPARg SRC-1 ag	bIAP inh	PPARg SRC2 recr	ROMK mod	PPARg SRC3 recr	STAT3 act	TR-FRET SRC-2 ct	bIAP activator	STAT3 inh	TNAP act hiacc	STAT1 inh
O=S(=O)(NCc1ccccc1)c1cccc2cccnc12	0	14	4	-0.17	3	101	1478	0.9	-1	1	1
C/C(CCc1ccco1)=N/NC(=O)CCC(=O)Nc1cccc(Cl)c1	4	5	8	.	3	99	1617	0.9	3	1.1	-11
Cc1ccc(C)c(NC(=S)N(Cc2ccc(Cl)cc2)Cc2ccc(C(=O)O)cc2)c1	2	-1	9	-0.34	3	98	1557	1	13	1.1	4
Cc1nc(NC(=O)c2cccs2)ccc1Br	8	8	1	-0.12	0	102	1744	0.9	2	1	-69
O=[N+]([O-])c1cnn(-c2nc(-c3cccs3)cc(C(F)(F)F)n2)c1	7	-7	9	0.19	-1	93	1713	1.1	10	1.1	-7
Cc1ccc(N2CC(C(=O)NC3CCSC3=O)CC2=O)cc1 (centres undefined)	-5	45	-3	.	10	108	1433	0.6	-5	1	2
C=CCN1CC2(c3ccccc3)CN(CC=C)CC(c3ccccc3)(C1)C2=O	-2	25	4	-0.00021	-6	111	1681	0.7	0	1.1	-3
C=CCn1c(C)cc(C(=O)CN2NS(=O)(=O)c3ccccc3C2=O)c1C	-2	-5	1	-0.38	-2	103	1580	1	-2	1.1	-47
CC(C)N(Cc1nc(-c2ccc(Cl)cc2)no1)C(=O)C12CC3CC(CC(C3)C1)C2	11	2	-1	.	-4	103	1538	1	-4	1.1	3
CCCCC(=O)N/N=C/c1ccc(Sc2cccc3cccnc23)o1	3	13	1	-0.64	1	114	1490	0.9	-20	1	8
Cc1c(Cc2ccccc2)c(=O)oc2cc(OCc3ccc(C(=O)O)cc3)ccc12	0	8	0	-0.07	0	109	1423	0.9	-9	1.1	0
CCCN1C(=O)C(O)(CC(=O)c2ccc3c(c2)OCCO3)c2ccccc21 (centres undefined)	2	-1	11	0.88	3	93	1652	1	11	1	10
Cc1ccc(/C=N/NC(=O)CNC(=O)c2ccc(S(=O)(=O)N(C)C)cc2)o1	-2	-4	9	0.065	4	103	1569	1	1	1	-1
Cc1[nH]c2ccccc2c1C1=NNC(=Nc2ccc(F)cc2)SC1	1	12	0	-0.29	2	103	1399	0.9	-5	1	-1
COc1cccc(-c2nc(CS(=O)(=O)CC(=O)Nc3cccc(C)c3C)c(C)o2)c1	7	3	-2	.	0	102	1509	1	-2	1	-3
COC(=O)Cc1ccc(N(Cc2ccccc2F)S(=O)(=O)c2ccc(Cl)cc2)cc1	10	-3	-4	-0.64	0	103	1546	1	0	1	-2
CC(NC(=O)C1CC=CCC1C(=O)O)C1CC2CCC1C2 (centres undefined)	3	4	8	.	6	115	1518	1	-18	1	-8
Cc1ccc(CNC(=O)CCCOc2cc(=O)n(C)c3ccccc23)o1	-3	-1	-4	.	-2	91	1441	1	14	1	6
Cc1nc(-c2ccccc2)nc2[nH]ccc(=O)c12	7	3	-1	-0.74	-2	88	1330	1	12	1.1	-21
CCN(CC)c1c([N+](=O)[O-])c(=O)n(C)c2ccccc12	3	7	0	-0.83	4	105	1416	0.9	7	1	4
CCOC(=O)c1ccccc1NC(=O)c1ccc(F)cc1	7	6	4	0.76	-8	88	1562	0.9	13	1	2

Compound activity: PubChem, several laboratories
